Screening results from PubChem.
Anthrax LF inh2: Bacillus anthracis LF protease inhibitors, primary screen, biochemical, multiplex microsphere, MLPCN library; Lethal factor (Bacillus anthracis), P15917; multiplex microsphere protease cleavage assay; inhibition, % at 10 µM; actives 0.12% (n = 360,000); note: plate controls were buffer without enzyme for full effect and enzyme alone for no effect
TcdB GH inh: TcdB glycohydrolase inhibitors, primary screen, biochemical, single point, plate reader; TcdB glycohydrolase enzymatic assay; actives 0.24% (n = 350,000); inhibition, % at 9.99 µM; Toxin B (Clostridioides difficile), P18177; AID 652162, 2013; in the data active = inhibition above about 10%
Target sequence (P18177 whole entry, looked up): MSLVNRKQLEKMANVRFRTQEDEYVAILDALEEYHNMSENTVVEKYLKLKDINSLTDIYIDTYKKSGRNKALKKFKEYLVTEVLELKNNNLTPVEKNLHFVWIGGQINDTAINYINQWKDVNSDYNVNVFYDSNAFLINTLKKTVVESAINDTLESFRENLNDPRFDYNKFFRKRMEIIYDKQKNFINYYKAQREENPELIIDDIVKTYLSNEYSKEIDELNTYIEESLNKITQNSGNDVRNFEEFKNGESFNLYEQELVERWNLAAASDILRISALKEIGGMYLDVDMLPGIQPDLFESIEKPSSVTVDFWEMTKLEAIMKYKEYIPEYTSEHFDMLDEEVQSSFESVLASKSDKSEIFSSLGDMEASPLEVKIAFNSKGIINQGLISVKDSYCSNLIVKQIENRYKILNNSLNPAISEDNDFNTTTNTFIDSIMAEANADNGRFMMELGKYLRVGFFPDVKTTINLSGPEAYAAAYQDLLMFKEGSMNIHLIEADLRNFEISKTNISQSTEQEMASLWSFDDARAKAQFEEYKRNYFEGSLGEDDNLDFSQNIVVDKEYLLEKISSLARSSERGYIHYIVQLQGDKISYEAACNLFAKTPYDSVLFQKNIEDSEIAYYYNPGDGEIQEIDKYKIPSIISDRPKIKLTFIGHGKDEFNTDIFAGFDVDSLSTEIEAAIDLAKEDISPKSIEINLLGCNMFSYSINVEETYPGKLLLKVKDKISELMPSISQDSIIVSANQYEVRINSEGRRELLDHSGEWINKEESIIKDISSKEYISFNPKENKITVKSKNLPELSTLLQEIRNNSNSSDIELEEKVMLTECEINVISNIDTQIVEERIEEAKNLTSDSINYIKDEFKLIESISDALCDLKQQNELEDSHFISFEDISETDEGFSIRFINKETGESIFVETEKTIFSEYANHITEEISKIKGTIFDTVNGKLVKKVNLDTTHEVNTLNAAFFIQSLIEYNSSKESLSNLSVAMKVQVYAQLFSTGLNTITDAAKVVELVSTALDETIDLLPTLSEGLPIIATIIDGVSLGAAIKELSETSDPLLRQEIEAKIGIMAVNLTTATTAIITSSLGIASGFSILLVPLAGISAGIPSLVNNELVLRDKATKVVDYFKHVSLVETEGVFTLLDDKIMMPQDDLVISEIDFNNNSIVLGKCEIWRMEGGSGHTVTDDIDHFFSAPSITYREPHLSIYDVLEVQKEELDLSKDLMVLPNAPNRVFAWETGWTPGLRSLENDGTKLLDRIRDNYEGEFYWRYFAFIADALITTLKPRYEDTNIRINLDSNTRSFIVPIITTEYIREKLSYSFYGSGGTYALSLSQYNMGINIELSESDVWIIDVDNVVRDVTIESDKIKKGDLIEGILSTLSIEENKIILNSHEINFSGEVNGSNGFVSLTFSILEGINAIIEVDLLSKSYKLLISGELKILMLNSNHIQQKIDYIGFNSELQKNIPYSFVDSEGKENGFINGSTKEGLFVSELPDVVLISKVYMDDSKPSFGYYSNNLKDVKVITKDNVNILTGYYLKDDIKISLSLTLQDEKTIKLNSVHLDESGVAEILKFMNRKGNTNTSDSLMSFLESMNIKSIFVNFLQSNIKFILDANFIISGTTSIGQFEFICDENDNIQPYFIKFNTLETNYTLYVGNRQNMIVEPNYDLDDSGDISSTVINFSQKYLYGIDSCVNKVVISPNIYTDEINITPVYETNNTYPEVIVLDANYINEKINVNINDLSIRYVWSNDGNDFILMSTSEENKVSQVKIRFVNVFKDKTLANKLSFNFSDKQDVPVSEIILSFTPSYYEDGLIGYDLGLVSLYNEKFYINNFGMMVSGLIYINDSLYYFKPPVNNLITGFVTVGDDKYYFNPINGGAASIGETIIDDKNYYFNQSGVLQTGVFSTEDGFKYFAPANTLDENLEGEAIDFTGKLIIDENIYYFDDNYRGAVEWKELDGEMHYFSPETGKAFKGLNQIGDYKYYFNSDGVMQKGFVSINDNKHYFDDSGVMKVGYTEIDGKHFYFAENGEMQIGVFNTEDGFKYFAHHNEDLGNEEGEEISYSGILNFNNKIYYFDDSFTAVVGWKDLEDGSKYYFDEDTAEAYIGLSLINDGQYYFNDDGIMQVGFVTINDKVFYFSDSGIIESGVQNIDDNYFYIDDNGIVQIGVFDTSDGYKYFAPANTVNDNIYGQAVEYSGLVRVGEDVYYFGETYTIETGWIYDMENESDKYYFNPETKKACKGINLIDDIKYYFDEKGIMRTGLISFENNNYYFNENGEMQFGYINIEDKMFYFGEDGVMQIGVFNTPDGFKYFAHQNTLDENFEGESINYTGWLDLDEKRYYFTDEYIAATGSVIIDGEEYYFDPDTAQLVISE
BH1578 lux ind: inducers of Vibrio cholerae quorum light production without autoinducers, primary screen, BH1578 luxS cqsA deficient, single point. actives 0.16% (n = 350,000). V. cholerae BH1578 lux reporter, luminescence, 6 h. AID 588436, 2011. activation, % at 18.7 µM; in the data active = activation mostly above about 9.7%, no sharp cut-off; inconclusive = no clear call, values can overlap the other calls; inactive = mostly below about 3.7%; note: not every result past the cut was called active; inactives centre near 0; reference of the scale not given here
Y pestis TopoI: Yersinia pestis topoisomerase I inhibitors, primary screen, biochemical, cleavage product accumulation, plate reader, single point. DNA topoisomerase I (Yersinia pestis CO92). Y. pestis Topo-I cleavage product accumulation. activity, % at 10 µM. actives 0.064% (n = 360,000). AID 504884, 2011; in the data active = activity above about 50%, passing the limit was not always enough; inconclusive = no clear call, values can overlap the other calls; note: inactives centre near 2
PriA SSB inh: inhibitors of Klebsiella pneumoniae PriA binding to SSB C-terminal tail, primary screen, biochemical, AlphaScreen | AlphaScreen SSBct-PriA binding, biotinylated peptide | inhibition, % at 33 µM | PriA–SSB C-terminal tail interaction (Klebsiella pneumoniae) | actives 0.6% (n = 430,000) | AID 1272365, 2023; in the data active = inhibition mostly above about 37%, no sharp cut-off; inactive = mostly below about 20%;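 note: plate controls were negative control peptide for no effect and reference peptide for full effect; strong numbers were not always called active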
BoNT-A LC inh2: BoNT/A light chain protease inhibitors, primary screen, biochemical, flow cytometry, MLPCN library. actives 0.17% (n = 360,000). inhibition, % at 10 µM. multiplex microsphere protease substrate cleavage. Botulinum neurotoxin type A light chain protease (Clostridium botulinum A str. ATCC 3502); note: plate controls were buffer without enzyme for full effect and enzyme alone for no effect
PfHsp40 rescue: rescue of yeast from PfHsp40 toxicity, primary screen, S. cerevisiae, ATP luminescence. actives 0.68% (n = 340,000). S. cerevisiae expressing PfHsp40, growth rescue. growth rescue, % at 12.5 µM. AID 504582, 2011; in the data active = growth rescue above about 28%, passing the limit was not always enough; inconclusive = no clear call, values can overlap the other calls;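 note: yeast W303a lacking pdr1 and pdr3 grown in galactose medium; growth measured after three days at 30 °C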
DUSP3 inh: VHR1 phosphatase inhibitors, primary screen, biochemical, absorbance, uHTS; Dual specificity protein phosphatase 3 (Homo sapiens), P51452; recombinant VHR phosphatase, pNPP absorbance; inhibition, % at 13.3 µM; actives 0.52% (n = 290,000); AID 1654, 2009; in the data active = inhibition above about 50%; note: some compounds called inactive have numbers as strong as hits
SARS 3CLpro inh: SARS-CoV 3CLpro protease inhibitors, primary screen, biochemical, quenched FRET; Replicase polyprotein 1ab (Severe acute respiratory syndrome coronavirus), P0C6X7; recombinant SARS-CoV 3CLpro, quenched FRET peptide cleavage; inhibition, % at 6 µM; actives 0.14% (n = 290,000); AID 1706, 2009; in the data active = inhibition above about 12%
CCHF vOTU inh: CCHFV vOTU protease inhibitors, primary screen, biochemical, Pep-AMC substrate, fluorescence; inhibition, % at 11.5 µM; AID 651958, 2012; actives 0.55% (n = 370,000); in the data active = inhibition above about 30%; note: 0% = vehicle wells with enzyme and 100% = no enzyme wells
An asterisk follows results filed as active; i = inactive; ? = inconclusive; nt = no result given; & = joins results of further samples. Cut-off read from the data, not from the text of the source, unless noted: active = inhibition above about 30%; inconclusive = no clear call, values can overlap the other calls; inactive = below that. Some of the compounds tested; count on the stated rates, not on these rows.

SMILES	Anthrax LF inh2	TcdB GH inh	BH1578 lux ind	Y pestis TopoI	PriA SSB inh	BoNT-A LC inh2	PfHsp40 rescue	DUSP3 inh	SARS 3CLpro inh	CCHF vOTU inh
S=c1nc[nH]c2c1ncn2C1CCCC1	12	3.6	-0.6	3	-7	-1.2	-0.8	13	3	-18
CCC(CC)C(=O)OCC(=O)NC12CC3CC(CC(C3)C1)C2	3	0.2	-0.4	1	-19	0.1	-0.3	7	-2	-16
CCCCNC(=O)CC1N=C2c3ccccc3N=C(SCC(=O)Nc3cccc(OC)c3)N2C1=O (stereo not drawn)	-12	nt	-0.2	-2	-4	0.2	1.0	21	0	18
CCC(Sc1nc2n[nH]c(C)c2c(=N)n1-c1cccc(Cl)c1C)C(=O)N(CC)CC (stereo not drawn)	-4	nt	i	0	2	-1.5	-0.6	3	5	-1
CC1=CC(C)(C)N2C(=O)C3(C(C#N)=C(N)OC4=C3C(=O)CCC4)c3c(C)c(C)cc1c32 (stereo not drawn)	-2	nt	-5.3	10	-11	-3.7	0.0	-9	-4	-4
Cc1cn(CC(=O)NCc2ccccn2)c(=O)[nH]c1=O	0	-2.9	i	0	-1	-0.3	-0.3	nt	nt	0
COc1ccc(C(=O)N/N=C(\C)c2cccc(NC(=O)c3ccc(F)cc3)c2)c(OC)c1	-1	-0.3	-5.0	8	nt	0.5	-0.3	-2	1	8
COc1ccc(S(=O)(=O)N2CCOCC2)cc1NC(=O)COC(=O)c1[nH]c(C)c(C(C)=O)c1C	-5	13*	-0.8	14	3	0.2	18	nt	nt	-7
CC(C)CCn1c(COc2ccccc2)n[nH]c1=S	-1	2.2	-1.3	0	-12	-0.4	0.5	21	-2	-4
Cc1ccc(NC(=O)CCCn2nc(C)c3c(C)n(-c4ccccc4)nc3c2=O)cc1C	0	2.4	i	-3	-3	-0.1	0.1	3	2	-4
Cc1occc1C(=O)N/N=C/C=C/c1ccccc1[N+](=O)[O-]	-1	0.2	0.5	-3	nt	0.2	-0.6	11	2	-3
Nc1ccc(Oc2ncccn2)cc1	-18	-2.9	i	-11	-10	-0.6	-1.3	11	-1	20
CCOC(=O)C1(Cc2ccccc2C(F)(F)F)CCN(C(=O)c2cc(C)n(C)n2)CC1	0	2.5	-0.3	27	-6	0.0	0.3	30	3	-6
Cc1ccc(S(=O)(=O)N2CCOCC2)cc1N/N=C(\C#N)c1nc2ccccc2[nH]1	-2	-1.4	-0.3	-16	nt	1.1	0.0	-17	-6	-5
COc1ccc(Cl)cc1NC(=O)C[n+]1ccccc1	9	-1.8	-1.9	-14	-14	-1.1	-1.1	-18	-2	-7
COc1ccccc1CNC(=S)NC1CCCCC1	2	2.2	-0.3	0	1	0.2	0.7	17	0	11
COc1ccc2cc(/C(C)=N/NC(=O)c3cc(-c4cccnc4)nc4ccccc34)ccc2c1	-1	-0.1	2.9	6	nt	-0.2	-2.2	10	-4	-12
O=CN1CCN(C(C(=O)NC2CCCC2)c2ccc(Cl)cc2)CC1 (stereo not drawn)	-3	nt	-0.7	4	-18	-1.2	0.6	6	0	-14
CC1CCCCN1C(=O)CSc1nc(-c2ccccc2)cn1N (stereo not drawn)	-6	1.9	i	-2	-3	-0.6	-0.4	13	-4	-10
CCOC(=O)C1=CNS(=O)(=O)NC1c1ccc(C)cc1 (stereo not drawn)	-13	4.8	-0.2	1	-1	-0.6	-1.3	nt	nt	-5

A different layout for some results above.
SMILES: CCC(Sc1nc2n[nH]c(C)c2c(=N)n1-c1cccc(Cl)c1C)C(=O)N(CC)CC (stereo not drawn)
  Anthrax LF inh2 = -4; TcdB GH inh = nt; BH1578 lux ind = i; Y pestis TopoI = 0; PriA SSB inh = 2; BoNT-A LC inh2 = -1.5; PfHsp40 rescue = -0.6; DUSP3 inh = 3; SARS 3CLpro inh = 5; CCHF vOTU inh = -1

SMILES: CC1=CC(C)(C)N2C(=O)C3(C(C#N)=C(N)OC4=C3C(=O)CCC4)c3c(C)c(C)cc1c32 (stereo not drawn)
  Anthrax LF inh2 = -2; TcdB GH inh = nt; BH1578 lux ind = -5.3; Y pestis TopoI = 10; PriA SSB inh = -11; BoNT-A LC inh2 = -3.7; PfHsp40 rescue = 0.0; DUSP3 inh = -9; SARS 3CLpro inh = -4; CCHF vOTU inh = -4

The list goes on:
SMILES	Anthrax LF inh2	TcdB GH inh	BH1578 lux ind	Y pestis TopoI	PriA SSB inh	BoNT-A LC inh2	PfHsp40 rescue	DUSP3 inh	SARS 3CLpro inh	CCHF vOTU inh
COc1ccc(OCC(O)CON2C(=O)c3ccccc3C2=O)cc1 (stereo not drawn)	1	nt	i	12	-11	-2.0	0.5	20	7	-10
COc1cc(-c2nnn(Cc3ccccc3C)n2)cc(OC)c1OC	-6	-1.9	i	16	10	0.6	-1.9	-1	-4	8
Cc1cccc2c1N(CCOc1ccccc1Cl)C(=O)C2=O	1	nt	-0.2	9	0	-0.3	4.6	-13	10	-11
CS(=O)(=O)N(CC(O)Cn1c2ccccc2c2ccccc21)c1ccccc1 (stereo not drawn)	3	nt	-0.2	15	-1	-0.9	1.0	14	2	2
CC1=NN(c2ccccc2)C(=O)/C1=C\c1cc(C)n(-c2ccccc2)c1C	-2	-0.6	-0.4	-3	0&11	-1.0	-0.1	15	-7	-5
Cn1c(CNC(=O)c2ccccc2F)nnc1SCC(=O)N1CCN(c2ccccc2)CC1	-19	-0.3	1.0	2	-8	-5.3	-0.3	23	-4	-20
CC(=O)NC(c1ccccc1)c1cc(Cl)c2cccnc2c1O (stereo not drawn)	-1	1.1	-0.3	-15	-3	-4.3	-0.3	-8	6	-6
O=c1[nH]c(=S)[nH]cc1S(=O)(=O)c1cccc(Cl)c1	11	0.0	i	1	-6	-3.7	-0.4	-6	5	22
COc1ccc(C(=O)Nc2ccccc2C(=O)NC(Cc2ccc(O)cc2)C(=O)NNC(=O)c2ccncc2)cc1 (stereo not drawn)	-3	1.1	-0.6	6	-11	-1.1	1.0	11	2	9
CC(/C=C/c1ccccc1)=N\NC(=O)C1CC1(C)c1ccccc1 (stereo not drawn)	-9	nt	-6.7	6	nt	-1.0	-1.4	13	-3	3
CN(C)C(=O)CCc1ccc2c3c([nH]c2c1)[C@]1(C)[C@@H](C(=O)N2CCOCC2)C[C@H](CC(=O)NCC24CC5CC(CC(C5)C2)C4)C(=O)N1CC3	0	-11	-0.7	30	-11	-0.3	-1.1	nt	nt	14
CC(C)NC(=O)C1(C)Cc2c(-c3cccc(C(N)=O)c3)ccnc2O1 (stereo not drawn)	-11	1.0	-0.6	7	nt	0.1	nt	nt	nt	10
CCCCCn1c(=O)c(C(=O)Nc2nc3ccccc3[nH]2)c(O)c2ccccc21	2	0.8	i	-4	-8	7.3	2.4	-12	2	1
O=C(Nc1c2c(nn1-c1ccccc1)CS(=O)(=O)C2)c1cc2ccccc2o1	0	1.2	-0.4	12	-7	-0.9	1.9	-13	5	-4
CC1CN(Cc2c(O)ccc3c(=O)c(-c4ccccc4Cl)coc23)CC(C)O1 (stereo not drawn)	1	3.5	-0.3	10	9	-1.5	-2.6	2	-1	-153
C=CCn1c(-c2csc(-c3ccc(Cl)cc3)n2)n[nH]c1=S	3	nt	i	8	1	0.0	0.1	17	-5	13
O=C(NCc1ccco1)C1CCCN(S(=O)(=O)Cc2ccccc2)C1 (stereo not drawn)	-4	nt	2.0	8	-10	-1.1	-0.3	13	4	-10
Cc1cc(C)cc(NC(=O)c2ccc(CSc3nnc(C)s3)cc2)c1	-2	nt	i	-11	-5	-0.4	12	8	1	0
S=C(CN1CCCC1=S)NCCc1ccccc1	-3	0.5	0.0	-2	-10	0.1	0.6	2	1	-3
NS(=O)(=O)c1cnccc1Nc1ccc(Cl)cc1	0	nt	-0.3	-1	-13	0.4	1.4	39	3	-21
O=C(Nc1cccc2ccccc12)c1cnsn1	-2	0.2	-0.4	0	-2	0.9	0.3	20	-2	-3
NC(=O)N=Nc1c(O)[nH]c2ccc([N+](=O)[O-])cc12	-5	1.1	-0.3	0	-10	1.2	0.1	2	2	6
CCOC(=O)[C@]12CCC=C1N(CCC1=CCCCC1)C(=O)[C@H](CC(=O)NCc1cccs1)C2	-1	1.1	nt	nt	nt	-0.1	nt	nt	nt	4
CCC(C)C(=O)Nc1nnc(CCc2ccccc2)s1 (stereo not drawn)	19	-5.0	0.0	7	-7	-0.4	0.1	23	-4	2
COc1cc(OC)cc(-c2n[nH]c(=S)n2-c2cc(OC)ccc2OC)c1	-5	nt	-3.1	-4	-11	-0.8	-0.8	20	-2	-7
Cc1onc(-c2ccccc2)c1C(=O)NNC(=O)c1ccccc1O	-2	0.9	-1.4	-3	-9	0.1	68*	nt	nt	-1
CC(C(=O)Nc1ccc(C(=O)O)c(O)c1)N1C(=O)/C(=C\c2ccco2)SC1=S (stereo not drawn)	4	nt	i	-21	5	-2.1	-0.7	-8	-2	nt
O=C1CCN(CCc2ccccc2)CCN1CCOc1ccccc1	-2	1.7	-2.2	6	-13	0.5	-1.3	5	-6	6
O=C(O)Cc1c[nH]c2ccc(O)cc12	-8	2.1	i	2	5	-1.9	-1.3	nt	nt	-3
CCN(CC)S(=O)(=O)c1ccc(Cl)c(C(=O)NNC(=O)c2csc(N3CCOCC3)n2)c1	-4	0.4	0.9	4	5	-0.3	-0.1	nt	nt	-2
COc1ccc(/C=N/NC(=O)c2cccnc2)cc1COc1ccc([N+](=O)[O-])cc1	0	0.3	-0.6	0	i	?	-0.2	-24	-5	5
COc1ccc(C(C)=O)cc1CSc1nnc(Nc2ccccc2)s1	-4	nt	-1.6	-5	-4	-1.8	-0.5	0	-1	14
O=C(Cc1cccc(C(F)(F)F)c1)NCc1ccc(Cl)cc1Cl	-5	nt	-0.5	10	-2	-0.5	3.6	15	4	10
CN(C)c1ccc(P(=S)(N(C)C)N(C)C)cc1	-4	nt	2.9	-9	-14	-0.2	1.3	3	3	-8
CC(C)(CS(=O)(=O)[O-])NC(=O)CC[N+](C)(C)CCO	-2	nt	-2.8	-3	34	-0.4	?	10	-2	2
N#CCCN(CCC#N)C(=O)c1ccc2c(c1)OCO2	-4	nt	-11	-3	-5	2.7	-1.1	9	-6	3
COc1cc(NC(=O)CCC(=O)N2CCN(S(=O)(=O)c3ccc(C)cc3)CC2)cc(OC)c1	-4	4.9	-2.8	8	-4	0.1	2.1	nt	nt	1
CCS(=O)(=O)c1ccc(O)c(NC(=O)c2cc(-c3ccccn3)nc3ccccc23)c1	-5	2.1	-4.2	-2	6	-1.1	-1.1	nt	nt	32*
O=C(c1cc(F)c(F)cc1Cl)N1CCCc2ccccc21	6	1.1	-0.2	-1	-16	5.0	-1.3	40	-1	4
CC(=O)NCc1cc(-c2nn(C)c(=O)c3ccccc23)ccc1C	-2	nt	i	-2	-10	0.3	0.2	-22	-3	-9
Cc1cc(S(=O)(=O)Nc2nc(CN3CCOCC3)nc3sc4c(c23)CCCC4)ccc1F	-3	nt	i	8	-14	0.8	1.7	18	1	9
